Compound activity as filed in PubChem BioAssay.
RORg inh: qHTS for inhibitors of ROR gamma transcriptional activity | Drosophila S2 Gal4-RORgamma UAS-luciferase reporter, 20 h | Nuclear receptor ROR-gamma (Mus musculus), P51450 | Potency, µM (series often up to 53.6 µM), for the others: at the highest dose activity change, negative = inhibition, hits mostly inhibitors | 5.4% of 310,000 active; further: on the % scale 0 is the no-effect control and ±100 the full control effect; nearly all actives have a fitted effect of over 60% in size
Target sequence (P51450 whole entry, looked up, the tested form may be a part): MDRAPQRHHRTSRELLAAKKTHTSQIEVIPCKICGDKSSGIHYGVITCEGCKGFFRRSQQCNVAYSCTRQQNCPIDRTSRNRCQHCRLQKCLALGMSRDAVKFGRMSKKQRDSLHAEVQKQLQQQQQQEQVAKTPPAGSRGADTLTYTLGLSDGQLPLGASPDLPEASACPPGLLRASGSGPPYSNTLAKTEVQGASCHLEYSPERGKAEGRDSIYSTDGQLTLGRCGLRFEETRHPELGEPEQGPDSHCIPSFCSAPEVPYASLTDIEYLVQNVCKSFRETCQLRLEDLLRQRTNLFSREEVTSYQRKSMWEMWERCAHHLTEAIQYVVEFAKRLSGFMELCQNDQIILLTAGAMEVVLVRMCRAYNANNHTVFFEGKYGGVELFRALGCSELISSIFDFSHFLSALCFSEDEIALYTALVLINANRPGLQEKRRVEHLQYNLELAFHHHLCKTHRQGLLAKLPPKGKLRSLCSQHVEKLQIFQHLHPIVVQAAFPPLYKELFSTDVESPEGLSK
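ROR gamma transcriptional activity was tracked as Gal4-UAS luciferase output in stably transfected Drosophila Schneider cells, with compound added 1 hr before 700 uM copper sulfate induction and a 20 hr ambient-temperature incubation.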
p53 reactivator: qHTS assay for re-activators of p53 using a Luc reporter; 0.063% of 320,000 active; AID 504706, 2011; H1299 p53-A138V BP100-luciferase reporter, luminescence, 24 h; Potency, µM (doses to about 92.2 µM), inactives show top-dose activity change, positive = activation, actives largely listed as activators; further: % of control where 0% means no effect; nearly all actives have a fitted effect of over 45% in size
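H1299 (p53-null), stable ts p53-A138V + BP100-Luc; 1000 cells/well, Opti-MEM/10% FBS; cpd 4 pt, 1:5; 24 h, 37 deg C, 5% CO2; detection reagent 10 min RT; luminescence.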
uPA surface inh: qHTS for Inhibitors of Cell Surface uPA Generation | cell surface uPA generation assay, qHTS | Potency, µM (titrated, usually from 38.3 µM), for inactives: top-dose activity change, negative = inhibition, most hits filed as inhibitors | 0.31% of 330,000 active | AID 540303, 2011; active means well fitted inhibition curve with a large enough effect; inconclusive means small, poorly fitted or top-dose-only effect; inactive means no such curve, though single readings can be large or run the other way; tested in mouse RAW 264.7 cells; further: on the % scale 0 is the no-effect control and ±100 the full control effect; nearly all actives have a fitted effect of over 55% in size
NPC1 prom act: qHTS Assay for NPC1 Promoter Activators; Potency, µM (highest dose often 9.22 µM), for the others: at the top dose activation, usual class: activators; AID 485313, 2010; Huh7 NPC1 promoter luciferase reporter, 24 h; 2.4% of 320,000 active;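 further: % of control where 0% means no effect; nearly all actives have a fitted effect of over 60% in size; reporter is driven by a mutant NPC1 promoter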
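Quantitative HTS used a cell-based reporter: Huh7 cells stably bearing the NPC1 promoter upstream of luciferase were treated with compounds for 24 h, and promoter activation was read as luminescence.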
BRCA1 expr up: qHTS Assay to Identify Small Molecule Activators of BRCA1 Expression; MCF7-BRCA1-FFLuc reporter, luminescence, 48 h; response scale: scaled: vehicle 0%, 10 µM genistein 100%; Potency, µM (doses to about 46.1 µM), for inactives: top-dose activation, most hits filed as activators; 1.1% of 380,000 active; further: nearly all actives have a fitted effect of over 80% in size; some results filed as inactive show a strong effect at the top dose
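Luminescence from a BRCA1-driven firefly luciferase in MCF7 cells was the read-out, taken 15 min after substrate addition following 48 h compound exposure at 37 °C. Data were normalized to a 10 microM genistein control and DMSO vehicle.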
ELG1 genotox: qHTS screen for small molecules that induce genotoxicity in human embryonic kidney (HEK293T) cells expressing luciferase-tagged ELG1; 1.3% of 330,000 active; HEK293T ELG1-luciferase reporter, luminescence, 16 h; Potency, µM (doses to about 46 µM), for inactives: at the highest dose activity change, positive = activation, hits mostly activators; further: % of control where 0% means no effect; nearly all actives have a fitted effect of over 60% in size
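HEK293T cells expressing luciferase-tagged ELG1 were exposed to compound or DMSO vehicle for 16 hr at 37 °C and 5% CO2. Luciferase activity was then measured with ONE-Glo after 30 min at room temperature.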
VP16 counter: VP16 counterscreen qHTS for inhibitors of ROR gamma transcriptional activity. Drosophila S2 Gal4-VP16 UAS-luciferase, luminescence, 20 h. Potency, µM (top dose mostly 53.6 µM), without a hit: at the highest dose activity, negative = inhibition, most hits filed as inhibitors. 3.5% of 310,000 active;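 further: Gal4-VP16 expression switched on by copper sulfate through the metallothionein promoter; on the % scale 0 is the no-effect control and ±100 the full control effect; nearly all actives have a fitted effect of over 50% in size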
MBNL1-CUG inh: qHTS Assay for Inhibitors of MBNL1-poly(CUG) RNA binding | Muscleblind-like protein 1 (Homo sapiens), Q9NR56 | TR-FRET MBNL1-His/biotin-(CUG)12 binding, 665/545 ratio | Potency, µM (series often up to 57.5 µM), for inactives: at the top dose activity change, negative = inhibition, hits mostly inhibitors | 0.036% of 280,000 active; active means well fitted inhibition curve with a large enough effect in the signal ratio, with a control signal flat, not every such curve was filed as active; inconclusive means small, poorly fitted or top-dose-only effect, or effect the other way, or a change in a side signal; inactive means no such curve, though single readings can be large or run the other way; the % refers to the signal ratio; further: on the % scale 0 is the no-effect control and ±100 the full control effect
Target sequence (Q9NR56 whole entry, looked up): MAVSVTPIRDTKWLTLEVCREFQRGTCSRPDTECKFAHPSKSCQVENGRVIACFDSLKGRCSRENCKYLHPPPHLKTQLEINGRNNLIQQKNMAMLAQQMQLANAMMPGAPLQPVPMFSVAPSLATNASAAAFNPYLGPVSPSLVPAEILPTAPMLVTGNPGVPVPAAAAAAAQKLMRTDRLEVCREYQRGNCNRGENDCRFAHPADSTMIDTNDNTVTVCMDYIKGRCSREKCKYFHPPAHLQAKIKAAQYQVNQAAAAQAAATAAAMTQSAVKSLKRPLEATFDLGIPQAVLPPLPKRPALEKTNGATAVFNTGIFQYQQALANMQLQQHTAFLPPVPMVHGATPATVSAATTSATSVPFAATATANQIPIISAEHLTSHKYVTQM
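Ratiometric TR-FRET (665 over 545 nm, excitation 340 nm) tracks disruption of MBNL1-His/biotin-(CUG)12 complex after 60 min at room temperature, with compounds at 92 nM to 58 uM final.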
FLuc modulator: qHTS profiling assay for firefly luciferase inhibitor/activator using purifed enzyme and Km concentrations of substrates (counterscreen for miR-21 project). Luciferin 4-monooxygenase (Photinus pyralis), P08659. purified FLuc, Km substrates, luminescence inhibition. 6.9% of 360,000 active. AID 588342, 2011. Potency, µM (top dose mostly 57.5 µM), inactives show at the highest dose activity change, negative = inhibition, usual class: inhibitors;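 further: plate controls were vehicle for no effect and reference inhibitor for full effect; nearly all actives have a fitted effect of over 55% in size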
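Purified P. pyralis luciferase (10nM final) with 10uM D-luciferin and 10uM ATP (Km levels) in 50mM Tris acetate pH 7.5, 10mM Mg acetate, 0.01% Tween-20, 0.05% BSA; qHTS 6-point titration, ~60 µM downward; luminescence read.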
Rab9 prom act: qHTS Assay for Rab9 Promoter Activators; Huh7 Rab9 promoter-luciferase reporter, luminescence, 24 h; Potency, µM (series often up to 9.22 µM), for the others: at the top dose activation, negative = inhibition, usual class: activators; 2.8% of 320,000 active; AID 485297, 2010; further: % of control where 0% means no effect; nearly all actives have a fitted effect of over 60% in size
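Promoter activation is measured as luciferase luminescence in Huh7 cells stably transfected with a Rab9 promoter–luciferase construct, following 24 h compound exposure at 37 °C and 10 min reagent incubation at ambient temperature.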
Numbers without * were called inactive; ? = inconclusive; . = not tested or not shown; [ ] = remark or other dose. Unless noted, the call rests on the fitted dose curve; in most records, active means well fitted curve in the direction sought with a large enough effect; inconclusive means small, poorly fitted or top-dose-only effect, or another doubt; inactive means no such curve, though single readings can be large; an effect the other way counts as inactive or inconclusive. Potency means the concentration at half of the fitted maximal effect.

canonical_smiles	RORg inh	p53 reactivator	uPA surface inh	NPC1 prom act	BRCA1 expr up	ELG1 genotox	VP16 counter	MBNL1-CUG inh	FLuc modulator	Rab9 prom act
CCN(C(=O)COC(=O)c1ccc([N+](=O)[O-])o1)c1cccc2ccccc12	.	21%	-25%	.	-23%	0%	.	.	.	.
CCOC(=O)N1CCN(C(=O)c2ccc3c(c2)N=C(CC)c2cc(C)ccc2S3)CC1	9%	-6%	6%	0%	-14%	-4%	-5%	-6%	1%	1%
N#Cc1nc(-c2ccccc2Cl)oc1NCC1CCCO1 (stereo not given)	18%	14%	11%	11%	58%	15%	12%	1%	?	-2%
O=C(c1cccc(-c2ccccc2)c1)N1CC[C@@H](N2CCC(O)CC2)[C@H](O)C1	11%	1%	-16%	-2%	0%	3%	-10%	1%	-3%	-5%
CCn1ccnc1CN1CCCCC1C(=O)Nc1ccc(Oc2cccnc2)cc1 (stereo not given)	?	-3%	?	-9%	-66%	-10%	?	-4%	0%	-2%
CCCn1c(N)c(N(CCOC)C(=O)c2cc(-c3ccco3)nc3ccccc23)c(=O)[nH]c1=O	-10%	-8%	2%	-1%	6%	6%	-7%	13%	1%	-2%
Cn1c(Cc2ccc3c(c2)OCO3)nnc1SCC(=O)NC1CCCC1	3%	-4%	.	-5%	.	6%	4%	-6%	-2%	29%
N#CCCCSc1nnc(-c2ccccn2)o1	-3%	21%	-2%	14%	56%	?	3%	-3%	?	30%
Cn1c(-c2ccncc2)nc2ccccc21	-5%	.	-1%	0%	-11%	7%	2%	-2%	6%	0%
COc1cc2c(cc1OC)CN(C(=O)c1ccc(N3CCCC3)c([N+](=O)[O-])c1)CC2	.	-7%	12%	-8%	-37%	16%	.	.	-5%	-4%
O=C1C(=O)N(c2ccccn2)C(c2cccc([N+](=O)[O-])c2)/C1=C(/O)c1ccc(Br)cc1 (stereo not given)	26%	.	-28%	-1%	-4%	0%	-6%	12%	3%	5%
COc1ccc(S(=O)(=O)N2CCN(C(=O)CCCN3C(=O)NC4(CCCC4)C3=O)CC2)cc1	.	-1%	-3%	-2%	7%	0%	.	.	2%	-6%
Cc1cc(C)cc(NC(=O)c2ccccc2CC[N+](=O)[O-])c1	43%	1%	6%	-1%	-11%	-2%	?	-5%	-9%	-1%
Cc1ccc2c(c1)c1c3n2CCN(CC#N)C3CCC1 (stereo not given)	30%	.	4%	-3%	-6%	0%	25%	4%	1%	0%
COc1ccc(C(=O)Nc2cc(C(=O)c3ccccc3)c(C)oc2=O)cc1	-104%	-58%[inhibitor]	-13%	3%	17%	-4%	10µM*	-7%	?	4%
Cc1cc(C)c(OCC(=O)NCC(C)(C)N2CCOCC2)c(C)c1	.	-1%	4%	0%	1%	0%	.	.	1%	-6%
COC(=O)c1sccc1NC(=S)N(C)C1CCCCC1	?	-3%	10%	12%	88%	-5%	-5%	-8%	-4%	4%
NC(=O)CC(NC(=O)c1ccccc1)c1ccc(N2CCCCCC2)c([N+](=O)[O-])c1 (stereo not given)	24%	0%	-28%	-6%	-14%	1%	?	?	1%	-8%
CSS(=O)(=O)c1cccc2cccnc12	?	-15%	1%	-2%	-27%	-2%	?	0%	?	-2%
CCOc1ccc(NC(=O)NCc2ccco2)cc1	31%	9%	-2%	5%	52%	14%	6%	-6%	?	27%
CCCn1nnnc1SCC(=O)N1C(C)CCCC1C (stereo not given)	7%	8%	0%	-1%	-8%	5%	-2%	-6%	-4%	2%
CC1(c2ccc3ccccc3c2)NC(=O)N(CC(=O)O)C1=O (stereo not given)	-1%	-3%	6%	-2%	17%	0%	6%	-1%	-1%	-9%
OCCCC1CCCN(Cc2cn[nH]c2-c2ccc(F)cc2F)C1 (stereo not given)	-10%	2%	-22%	3%	37%	-9%	6%	-17%	2%	-4%
CNS(=O)(=O)c1cccc(C(=O)OCC(=O)c2ccc3[nH]c(=O)[nH]c3c2)c1	.	-2%	13%	.	-1%	5%	.	.	.	.
Cn1c(=O)c(C(=O)CN2CCCCC2)c(N)n(Cc2ccccc2)c1=O	20%	2%	-1%	-2%	0%	0%	-4%	-7%	0%	1%
COc1cccc(Nc2c3c(nc4c(-c5ccccc5)c(C)nn24)CCC3)c1	?	-4%	-8%	-1%	-29%	-5%	3.2µM*	-3%	1%	-6%
O=C(COc1ccc2oc3c(c2c1)CCCC3)Nc1ccccn1	-9%	?	-1%	0.63µM*	27%	16µM*	-7%	?	1.1µM*	1.6µM*
O=C(O)c1cc(-c2ccc(N3CCOCC3)cc2)nn1-c1ccccc1Cl	-9%	-2%	-4%	-3%	20%	3%	-3%	-4%	?	5%
Cc1ccccc1NC(=O)Cc1nc(COC(=O)c2cc(Cl)ccc2O)cs1	-35%	-6%	-2%	-1%	2%	-2%	-5%	-3%	3%	-8%
O=C(Oc1ccccc1Cl)c1ccc2c(=O)n3c(nc2c1)CCC3	.	-1%	5%	-5%	-7%	?	.	.	17µM*	0%
CCOC(=O)c1nc(NCc2ccccc2)sc1C	30%	16%	-6%	19%	46%	12%	0%	?	?	24%
Cn1cc(C(=O)NC2CCCCC2)c(=O)c2cc(S(=O)(=O)N3CCOCC3)ccc21	-9%	7%	4%	13%	-5%	3%	-6%	1%	1%	6%
CCC(=O)c1cc2c(cc1NC(=O)c1ccc(C)cc1)OCCO2	30%	?	-1%	-2%	-38%	?	2%	2%	-1%	0%
COc1ccc(NC(=O)C(NS(=O)(=O)c2ccc3c(c2)CCCN3C(C)=O)C(C)C)c(OC)c1 (stereo not given)	10%	-4%	.	1%	5%	1%	2%	4%	-1%	-3%
O=C(N[C@@H]1c2ccccc2CC[C@@H]1OCc1ccccc1)c1ccc(-c2ccccc2)cc1	.	2%	13%	.	14%	6%	.	.	.	.
CCN(CC)CCNC(=S)Nc1ccc2nc(N3CCOCC3)cc(C)c2c1	-10%	-5%	-19%	0%	-10%	-4%	6%	-2%	4%	-5%
O=C(Cc1cccc2ccccc12)Nc1nnc(-c2cccc([N+](=O)[O-])c2)s1	-17%	-9%	10%	-4%	-6%	-1%	2%	-18%	4%	0%
Fc1ccc(-c2cc(-c3nnc4n3CCCCC4)c3ccccc3n2)cc1	?	-3%	?	-4%	8%	-4%	11µM*	.	?	1%
CC(C)NC(=O)CN(Cc1ccc2c(c1)OCO2)C(=O)CCC(=O)Nc1ccccn1	6%	4%	0%	0%	0%	2%	8%	-5%	0%	0%
O=C(NC(=O)N1CCN(c2cccc(Cl)c2)CC1)c1ccccc1	1%	-2%	-18%	4%	-26%	3%	-1%[0.365 µM]	-8%	1%	-11%
CN(Cc1ccccc1)c1nc2c(c(=O)[nH]c(=O)n2C)n1C	-28%	1%	-4%	-5%	-2%	16%	-4%	-3%	-2%	-4%
O=C(Nc1ccc2c(c1)CCC2)C1COc2ccccc2O1 (stereo not given)	-18%	?	.	4µM*	76%	21µM*	-23%	3%	19µM*	2.5µM*
COc1ccc(-c2cccc(-c3cc(=O)oc4cc(OC)c(OC)c(OC)c34)c2)cc1	40%	8%	15%	.	-55%	7%	-2%	.	.	.
CCOC(=O)CC(C#N)c1cn(C)c2ccccc12 (stereo not given)	-2%	5%	.	0%	-37%	-1%	6%	8%	1%	18%
N#CC/C(N)=N/NC(=O)CCCNc1ncc(C(F)(F)F)cc1Cl	26%	17%	5%	20%	5%	10%	-6%	-2%	-2%	?
O=C(COc1cc2oc(=O)c3c(c2cc1Cl)CCC3)NCc1ccncc1	-9%	0%	-1%	-8%	0%	-2%	-14%	5%	-2%	-1%
Cc1ccc2nc(NC(=O)c3cccc(-c4cc5ccccc5oc4=O)c3)sc2c1	?	24%	8%	?	49%	?	-8%	-8%	21µM*	?
COc1ccc(CNC(=O)COC(=O)c2cc(-c3cccs3)nc3ccccc23)cc1OC	-7%	-5%	-7%	7%	1%	0%	-29%	17%	-6%	-1%
